H1N1 NS1A inhibition: H1N1 influenza NS1A inhibitors, functional cell based assay (AID 504329) | 340,000 compounds, 0.3% hits | inhibition, % at 12.5 µM; hits with a dose series show IC50 in µM | NS1A functional cell-based assay, percent inhibition; higher % means a stronger effect; in the data active means a potency from the dose series; inconclusive means inhibition above about 27% without an active follow-up result; further: strong numbers were not always called active
tuberculosis growth: growth inhibition of non-replicating M. tuberculosis (AID 488890) | Mycobacterium tuberculosis non-replicating, growth inhibition; higher % means a stronger effect | inhibition, % at 25 µM; hits with a dose series show IC50 in µM | 320,000 compounds, 0.39% hits; in the data active means a potency from the dose series; inconclusive means inhibition mostly from about 82% at the one dose, without a potency; inactive means the rest, 99 in 100 with inhibition below about 76%;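 further: plate controls were DMSO cells for no effect and high antibiotic wells for full effect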
M. tuberculosis HTS: M. tuberculosis growth inhibition, HTS (AID 449762). M. tuberculosis H37Rv growth inhibition, 7H9 media; higher % means a stronger effect. inhibition, % at 25 µM, or IC50 in µM where a hit was titrated. 330,000 compounds, 0.59% hits; in the data active means a potency from the dose series; inconclusive means inhibition above about 70% without an active follow-up result;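 further: bacterial growth assessed after seven days of incubation; strong numbers were not always called active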
Salmonella PhoP GFP: PhoP regulon inhibitors, Salmonella typhi PhoP promoter GFP reporter, confirmatory (AID 1850). Salmonella Typhi PhoP-promoter GFP reporter, fluorescence, 4 h; higher % means a stronger effect. one-dose inhibition, % at 50 µM; IC50 in µM for titrated hits. 310,000 compounds, 0.33% hits; in the data active means a potency from the dose series; inconclusive means inhibition mostly from about 25% at the one dose, without a potency; inactive means the rest, 99 in 100 with inhibition below about 19%;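 further: 0% = induced wells with vehicle and 100% = uninduced wells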
inhibitors of VEEV: inhibitors of VEEV TC-83 cytopathic effect, confirmation, Vero cells (AID 588727); Vero cells, VEEV TC-83 cytopathic effect inhibition; higher % means a stronger effect; 350,000 compounds, 0.13% hits; inhibition, % at 20 µM; hits with a dose series show IC50 in µM; in the data active means a potency from the dose series; inconclusive means inhibition mostly from about 14% at the one dose, without a potency; inactive means the rest, 99 in 100 with inhibition below about 12%; further: strong numbers were not always called active
inhibitors of VEEV 10K pilot screen: recorded beside inhibitors of VEEV, whose call it bears; inhibition, %; measured here: 10K pilot screen inhibition
The depositor's hits bear a star; i = inactive; ? = inconclusive; nt = no result given.

SMILES	H1N1 NS1A inhibition	tuberculosis growth	M. tuberculosis HTS	Salmonella PhoP GFP	inhibitors of VEEV	others
CCc1nnc(NS(=O)(=O)c2ccc(N=Cc3c(C)[nH]n(-c4cccc(Cl)c4)c3=O)cc2)s1	1%	65%	8%	-1%	1.2%
COc1cc(OC)cc(C(=O)NCc2n[nH]c(=S)n2-c2ccccc2OC)c1	-5%	-7%	-5%	-2%	0.4%
O=C(COc1ccc(Cl)cc1Br)Nc1cccc(S(=O)(=O)N2CCCC2)c1	-2%	45%	-3%	nt	8.2%
O=C(CSc1ccccn1)N/N=C/c1cc([N+](=O)[O-])ccc1O	21%	70%	-8%	76µM*	6.2%
O=C(/C=C/NNC(=O)c1ccccc1)c1ccc([N+](=O)[O-])cc1	1%	?	19%	10%	?
CCOc1ccc(C(C(=O)NC2CCCC2)N(C(=O)c2snc(C(N)=O)c2N)C2CCCC2)cc1 (stereo not drawn)	-2%	65%	-1%	12%	2.0%
O=C(Cn1nc(Cc2ccncc2)c2ccccc2c1=O)Nc1cccnc1Cl	-2%	-18%	0%	24%	i
CCN(c1ccccc1)S(=O)(=O)c1c(C)noc1C	11%	nt	nt	nt	2.9%
O=C(COC(=O)c1cc([N+](=O)[O-])ccc1Cl)NCCc1ccccc1	-5%	?	65%	nt	0.8%
Cc1ccc(S(=O)(=O)NC(=NC2CCCCC2)c2ccc(F)cc2)cc1	-4%	-9%	22%	3%	0.4%
COc1ccc(NS(=O)(=O)c2coc(C(N)=O)c2)cc1Cl	-8%	-14%	0%	-7%	0.7%
CCOC(CN=c1nc(N(C)C)ss1)OCC	1%	nt	nt	nt	2.5%
Cc1cccc(C(=O)OCC(=O)NC2CCCCCCC2)c1	3%	69%	0%	nt	1.9%
Cc1ccc(-c2nc3ccccn3c2C=O)cc1	-17%	8%	-6%	2%	6.6%
CSCCC(NC(=O)c1ccccc1)C(=O)N1CCN(C(c2ccccc2)c2ccccc2)CC1 (stereo not drawn)	18%	46%	10%	-13%	4.8%
COc1ccc(C(=O)n2nc(-c3ccc(OC)cc3)nc2N)cc1	-4%	-17%	-7%	-4%	2.1%
Cc1ccccc1CSCc1nc(N)nc(Nc2ccccc2C)n1	13%	3%	39%	10%	6.3%
CC(NC(=O)c1ccco1)C(=O)OCC(=O)c1ccc(Cl)s1 (stereo not drawn)	6%	nt	23%	2%	0.5%
CC(C)(C)c1ccc(C(=O)NCc2cccnc2)cc1	-1%	5%	2%	7%	1.5%
CCOc1cc(/C=C2/C(=N)N3C(=NC2=O)SN=C3S(C)(=O)=O)ccc1OS(=O)(=O)c1ccccc1	7%	-5%	1%	1%	3.9%
CCCc1nnc(NC(=O)CCC(=O)N2CCN(Cc3ccccc3)CC2)s1	12%	3%	3%	13%	0.2%
COc1ccc(OCC(=O)Nc2ccc(N3CCN(C(=O)c4ccccc4)CC3)c(Cl)c2)cc1	-1%	14%	42%	-2%	6.2%
COC(=O)C1=NN(C(=O)c2cccc(Br)c2)C(O)(c2ccc(Cl)cc2)C1 (stereo not drawn)	-7%	76%	7%	-1%	7.4%
COc1ccc(C(=O)NCC(c2ccc3c(c2)OCO3)N2CCN(c3ccc(OC)cc3)CC2)cc1 (stereo not drawn)	-18%	19%	8%	-1%	0.2%
O=C(c1ccc(CS(=O)(=O)Cc2ccccc2)cc1)N1CCCCC1	-6%	6%	-3%	-11%	2.2%

Next part
SMILES	H1N1 NS1A inhibition	tuberculosis growth	M. tuberculosis HTS	Salmonella PhoP GFP	inhibitors of VEEV	others
CCOc1ccccc1NC1=C(Cl)C(=O)N(c2ccccc2)C1=O	25%	59%	-9%	-9%	0.1%
O=C(NCCCN1CCOCC1)c1ccc2c(c1)N(Cc1cccc(F)c1)C(=O)c1ccccc1S2	11%	30%	-5%	-21%	i
Cc1cc(Cl)ccc1OCC(=O)NCCOc1nc(N2CCOCC2)nc(N2CCOCC2)n1	-4%	14%	4%	-13%	1.0%
CC(C)NS(=O)(=O)c1ccc(OCC(N)=O)c(Cl)c1	-4%	3%	-3%	5%	1.0%
Cc1cc(NCCNC2=CC(=O)CCC2)nc2ccccc12	-17%	5%	2%	-3%	0.4%
Cc1ccc(OCc2nc(C#N)c(NCc3ccc4c(c3)OCO4)o2)cc1	2%	10%	46%	-2%	4.0%
CCCn1c(N)c(N(CCOC)C(=O)CSc2cc(C)c3cccc(C)c3n2)c(=O)[nH]c1=O	-9%	-7%	7%	nt	3.0%
CCC(=O)NC(C)c1nc2ccccc2n1C (stereo not drawn)	9%	-3%	2%	3%	0.8%
COc1ccc(C(CC(=O)Nc2ncccc2C)N2Cc3ccccc3C2=O)cc1OC (stereo not drawn)	2%	-16%	9%	-5%	0.3%
O=C(CCCn1c(=O)c2ccccc2n(CC(=O)N2CCN(c3ccccc3)CC2)c1=O)NCc1ccco1	13%	5%	-6%	11%	i
CC(C)CC(=O)NC(=S)Nc1ccccc1C(=O)Nc1ccccc1	-1%	27%	-8%	-1%	0.5%
CS(=O)(=O)N(CC(=O)NCCSCc1ccccc1)c1ccc2c(c1)OCO2	-1%	-4%	2%	-8%	0.1%	inhibitors of VEEV 10K pilot screen=0.1
COc1ccccc1NC(=S)NCC1CCCO1 (stereo not drawn)	-4%	23%	2%	-2%	0.4%
COc1ccccc1CCC(=O)OCC(=O)Nc1cccc(S(=O)(=O)N2CCOCC2)c1	9%	16%	22%	-2%	0.3%
COc1ccc(S(=O)(=O)N2CCN(c3nc(C)cc(C)n3)CC2)cc1	-8%	26%	20%	-5%	i
CC(c1nnc(SCC(=O)N(C)C2CCS(=O)(=O)C2)n1-c1ccccc1)N(C)C (stereo not drawn)	-3%	-8%	0%	nt	0.4%
Cc1ccc(C)c(S(=O)(=O)N2CCCOC2CNC(=O)C(=O)NCc2ccccn2)c1 (stereo not drawn)	9%	17%	-13%	-7%	1.4%
Cc1cc(N)n2nc(-c3ccccc3)c(-c3ccccc3)c2n1	-4%	16%	8%	-14%	0.5%
CSc1cccc(NS(=O)(=O)c2cccs2)c1	-3%	-12%	-6%	-2%	0.6%
Cc1cc(OCC(=O)N2C[C@H]3C[C@@H](C2)c2cccc(=O)n2C3)c2c(C)cc(=O)oc2c1	5%	19%	-10%	8%	i
O=c1c2[nH]c3cccc(Cl)c3c2ncn1Cc1ccncc1	-1%	-6%	3%	-10%	5.5%
O=C(c1cc(=O)[nH]c2ccccc12)N1CCN(c2ccccc2)CC1	-17%	-12%	-1%	21%	1.5%
Cc1nc(N2CCN(C)CC2)[nH]c(=O)c1Cc1cccc2ccccc12	12%	13%	-5%	0%	5.0%
COc1ccc(CCNC(=O)c2cc(S(=O)(=O)N(C)C)ccc2N2CCCC2)cc1	-14%	19%	-6%	2%	i
O=C(/C=C/c1ccco1)c1ccc(O)cc1	nt	52%	50%	-3%	nt

2 neighbouring compounds out of the list so far, quoted:
SMILES	H1N1 NS1A inhibition	tuberculosis growth	M. tuberculosis HTS	Salmonella PhoP GFP	inhibitors of VEEV	others
CCc1nnc(NS(=O)(=O)c2ccc(N=Cc3c(C)[nH]n(-c4cccc(Cl)c4)c3=O)cc2)s1	1%	65%	8%	-1%	1.2%
COc1cc(OC)cc(C(=O)NCc2n[nH]c(=S)n2-c2ccccc2OC)c1	-5%	-7%	-5%	-2%	0.4%

(more compounds)
SMILES	H1N1 NS1A inhibition	tuberculosis growth	M. tuberculosis HTS	Salmonella PhoP GFP	inhibitors of VEEV	others
COc1ccc(-c2oc3ccc(-c4ccc(OC)nc4)cc3c2C#CC2(O)CCCCC2)cc1	4%	28%	96µM*	3%	2.2%
O=C(Cc1cc(=O)[nH]c(=O)[nH]1)NCc1ccccc1	16%	nt	-10%	-4%	1.6%
Cc1ccc(CSc2nnc3nc(C)cc(C)n23)cc1	2%	-7%	-3%	3%	1.3%
Cc1ccc(OCC(=O)NCC(=O)Nc2ccc(F)c(F)c2F)c([N+](=O)[O-])n1	-4%	19%	2%	-1%	1.2%
Cc1ccnc(NS(=O)(=O)c2ccc(NC(=O)c3ccc(S(=O)(=O)N4CCOCC4)cc3)cc2)n1	-4%	15%	-4%	6%	0.8%
CC(C)C(C(=O)NCC1CCCO1)N(Cc1cccs1)C(=O)CNS(=O)(=O)c1ccccc1 (stereo not drawn)	1%	-8%	4%	1%	i
Cc1ccc(-c2nnn(CC(=O)N(Cc3cccs3)C(C(=O)NC3CCCC3)c3ccco3)n2)o1 (stereo not drawn)	-9%	2%	0%	2%	0.6%
Cc1ccc(S(=O)(=O)Oc2ccc(C3C4=C(CCCC4=O)OC4=C3C(=O)CCC4)cc2)cc1	23%	2%	5%	11%	4.2%
CCOC(=O)c1cnc(SCc2cccc3ccccc23)nc1N	-15%	10%	-8%	3%	i
CCc1ccc(CCC(=O)Nc2ccc(S(N)(=O)=O)cc2)o1	-8%	9%	1%	9%	4.2%
CCOc1ccc(S(=O)(=O)NCCC(=O)NC2CCCCC2)cc1	0%	3%	-5%	-4%	0.9%
COC(=O)c1sccc1NC(=O)c1ccc(C)cc1	3%	-8%	0%	-8%	0.1%
Cc1ccc(-c2nn3nnnc3c3ccccc23)cc1C	15%	-7%	-6%	-8%	2.4%
COc1ccccc1N1CCN(CCCN2C(=O)C3CCCCN3C2=O)CC1 (stereo not drawn)	-6%	nt	nt	nt	1.4%
COC(=O)C1=C(c2cc3ccccc3s2)C[C@@H]2CC[C@H]1N2C(=O)N1CCCC1	-2%	11%	4%	-15%	i
Cc1sc2ncnc(N3CCN(S(=O)(=O)c4ccc(C(C)(C)C)cc4)CC3)c2c1C	-1%	13%	-8%	nt	4.6%
O=C(Nc1ccncc1)Nc1ccc(F)cc1F	2%	1%	1%	1%	1.3%	inhibitors of VEEV 10K pilot screen=1.5
CCC(C)NC(=O)c1n[nH]c(=O)c2ccccc12 (stereo not drawn)	-7%	-20%	-9%	-3%	0.1%
COC(=O)c1ccc(CN2CCC(CO)(Cc3cccc(OC)c3)CC2)cc1	4%	19%	-6%	1%	i
S=C1CSc2ccccc2N1	1%	76%	1%	3%	0.3%
CC(=O)c1c(C)[nH]c(C(=O)O)c1C	4%	6%	0%	8%	0.5%
CN(C)S(=O)(=O)c1ccc(C(=O)NCc2nnc(SCC(=O)N3CCCC3)o2)cc1	-3%	-9%	-8%	-6%	1.0%
CC1(C)Cc2cccc(OCC(=O)NCc3ccccc3F)c2O1	-12%	12%	-7%	nt	3.5%
O=C(O)c1cc(-c2c[nH]c3ccccc23)nc2cc3ccccc3cc12	nt	25%	25%	3%	6.0%
Nc1nncn1C(=O)CCc1ccccc1	3%	-10%	-1%	-1%	1.9%

(further entries)
SMILES	H1N1 NS1A inhibition	tuberculosis growth	M. tuberculosis HTS	Salmonella PhoP GFP	inhibitors of VEEV	others
CC1(C)CC2CC(C)(CN2S(=O)(=O)c2cccc(N)c2)C1 (stereo not drawn)	3%	5%	11%	12%	i	inhibitors of VEEV 10K pilot screen=0.4
CCCCC(c1nnnn1C1CCCC1)N1CCN(C(=O)c2ccco2)CC1 (stereo not drawn)	-12%	4%	-2%	9%	i
Cc1sc2ccccc2[n+]1CC(=O)O	-7%	-7%	-5%	4%	0.2%
O=C(CNC(=O)c1ccccc1)Nc1cccc(C(F)(F)F)c1	-10%	12%	-1%	3%	1.6%
C[C@@H](C(=O)NCc1ccccc1)N1C(=O)C2CC=CCC2C1=O (stereo partly drawn)	4%	-5%	1%	-8%	i
CN(Cc1ccccc1)CC(O)COc1ccc(CNCc2cc3ccccc3s2)cc1 (stereo not drawn)	-3%	?	?	6%	7.6%
O=C(CCC(=O)NNC(=O)Nc1ccc(Cl)cc1)NCc1ccccc1	-2%	3%	-3%	-8%	i
COC(=O)c1ccc(CSc2nnc(NC(=O)c3cc4c(s3)CCCC4)s2)cc1	-16%	37%	0%	-10%	0.5%
COc1ccccc1OCC(=O)NC1CCCc2ccccc21 (stereo not drawn)	-6%	16%	8%	-3%	3.0%
O=C(NC(=S)NNC(=O)c1cc2ccccc2cc1O)c1ccco1	13%	?	2%	-70%	36%

Arranged by SMILES length (lowest first): 6 of the compounds above
SMILES	H1N1 NS1A inhibition	tuberculosis growth	M. tuberculosis HTS	Salmonella PhoP GFP	inhibitors of VEEV	others
Cc1sc2ccccc2[n+]1CC(=O)O	-7%	-7%	-5%	4%	0.2%
COc1ccccc1OCC(=O)NC1CCCc2ccccc21 (stereo not drawn)	-6%	16%	8%	-3%	3.0%
O=C(NC(=S)NNC(=O)c1cc2ccccc2cc1O)c1ccco1	13%	?	2%	-70%	36%
O=C(CCC(=O)NNC(=O)Nc1ccc(Cl)cc1)NCc1ccccc1	-2%	3%	-3%	-8%	i
CCCCC(c1nnnn1C1CCCC1)N1CCN(C(=O)c2ccco2)CC1 (stereo not drawn)	-12%	4%	-2%	9%	i
CN(Cc1ccccc1)CC(O)COc1ccc(CNCc2cc3ccccc3s2)cc1 (stereo not drawn)	-3%	?	?	6%	7.6%
